# aGlu spleen mod = inhibits or activates alpha-glucosidase in human spleen homogenate; Potency, µM (series often up to 79.9 µM), for the others: at the top dose activity change, negative = inhibition, usual class: inhibitors; actives 0.006% (n = 240,000); human spleen homogenate, 4-MU-alpha-glucoside fluorescence;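 also: potency is read from the fitted curve at half-maximal effect; 0% = enzyme with vehicle and -100% = no enzyme basal signal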
#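 Human spleen homogenate (1 ug) incubated with compounds and 1 mM 4-methylumbelliferyl-alpha-D-glucopyranoside in pH 5.0 citrate/phosphate buffer, 37 C, 40 min. Stopped at pH 10; 4-MU fluorescence (Ex 365/Em 440 nm); AC50 by Hill fit.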
# HTT cytoprotect = cytoprotection in Huntington HTT-Q103 PC12 cell model. PC12 HTT-Q103 induced, cytoprotection, ATP luminescence, 40 h. Potency, µM (series often up to 56.4 µM), inactives show cytoprotection (ATP increase), most hits filed as activators. actives 0.14% (n = 230,000);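 also: potency is read from the fitted curve at half-maximal effect; % of control where 0% means no effect; nearly all actives have a fitted effect of over 45% in size; toxic huntingtin expression switched on by the ecdysone agonist tebufenozide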
#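 Cells were plated at 1500 per well in phenol red-free DMEM with 5% equine and 5% calf serum. Tebufenozide (100 nM final) and compounds were added, then ATPlite reagent, and luminescence was read.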
# CBFb-RUNX1 inh = blocks binding between human CBF-beta and RUNX1; Q01196+Q13951; AlphaScreen CBFb-His/RUNX1-biotin binding, biochemical; Potency, µM (highest dose often 59.8 µM), for the others: top-dose activity, negative = inhibition, actives largely listed as inhibitors; 230,000 tested, under 10 active; AID 1477; also: % of control where 0% means no effect
# Target sequence (Q01196 whole entry, looked up): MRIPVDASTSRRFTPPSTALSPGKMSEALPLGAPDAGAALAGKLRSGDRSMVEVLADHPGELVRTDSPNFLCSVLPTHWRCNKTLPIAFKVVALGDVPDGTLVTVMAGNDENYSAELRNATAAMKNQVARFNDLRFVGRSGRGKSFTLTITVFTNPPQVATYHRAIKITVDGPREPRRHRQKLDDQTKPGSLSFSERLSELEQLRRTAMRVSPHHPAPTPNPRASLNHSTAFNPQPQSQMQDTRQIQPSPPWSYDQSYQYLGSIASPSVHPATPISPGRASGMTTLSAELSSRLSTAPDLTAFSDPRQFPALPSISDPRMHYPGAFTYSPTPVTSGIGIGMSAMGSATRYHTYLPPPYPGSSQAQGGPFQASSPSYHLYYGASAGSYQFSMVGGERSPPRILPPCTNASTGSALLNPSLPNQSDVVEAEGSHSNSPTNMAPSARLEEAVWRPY
# Target sequence (Q13951 whole entry, looked up): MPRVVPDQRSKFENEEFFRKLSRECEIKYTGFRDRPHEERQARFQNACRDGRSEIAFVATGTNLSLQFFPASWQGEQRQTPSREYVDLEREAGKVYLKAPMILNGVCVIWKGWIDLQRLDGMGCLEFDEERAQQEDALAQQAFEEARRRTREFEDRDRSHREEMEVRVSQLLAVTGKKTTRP
#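 Room-temperature protein-protein interaction test with 30 nM each of His-tagged CBF-beta and biotinylated RUNX1, 15 min with compound, then 90 min with nickel plus streptavidin beads. Signal read in AlphaScreen mode.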
# GAA inhib = blocks human lysosomal alpha-glucosidase; P10253; purified human GAA, 4-MU-alpha-glucoside fluorescence; Potency, µM (titrated, usually from 76.9 µM), for the others: at the top dose activity change, negative = inhibition, hits mostly inhibitors; actives 0.005% (n = 200,000); AID 1466;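 also: potency is read from the fitted curve at half-maximal effect; plate controls were uninhibited enzyme wells for no effect and no-enzyme background for full effect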
#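 Enzyme (4 nM final) mixed with compound (up to 77 uM), then 4-MU-alpha-D-pyranoside (400 uM final) added; 20 min at room temperature, pH 5.0. Reaction stopped at pH 10, fluorescence read, AC50 derived by Hill fit.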
# GAA glycogen mod = inhibitors or activators of human alpha-glucosidase glycogen cleavage | P10253 | recombinant GAA, glycogen substrate, Amplex Red glucose oxidase fluorescence | Potency, µM (doses to about 76.4 µM), without a hit: at the top dose activity change, negative = inhibition, hits mostly inhibitors | actives 0.38% (n = 300,000) | AID 2100;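 also: potency is read from the fitted curve at half-maximal effect; 0% = full enzyme reaction and -100% = no-enzyme basal signal; the screen sought inhibitors and activators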
#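 Recombinant enzyme (4 nM final) with compounds titrated up to 77 uM and bovine liver glycogen (30 ug) in citrate pH 5.0, 0.01% Tween-20, 37 C 40 min. Released glucose detected by Amplex Red/glucose oxidase (Ex 573/Em 610); AC50 from Hill fits.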
# LMNA splice mod = modulators of lamin A splicing; actives 0.01% (n = 200,000); Potency, µM (series often up to 46.1 µM), without a hit: top-dose ratio change, negative = inhibition, hits mostly inhibitors; HeLa LMNA splicing GFP/RFP minigene ratio, 48 h; active = well fitted inhibition curve with a large enough effect in the signal ratio, with a control signal flat, not every such curve was filed as active; inconclusive = small, poorly fitted or top-dose-only effect, or effect the other way, or a change in a side signal; the % refers to the signal ratio; also: potency is read from the fitted curve at half-maximal effect; % is scaled to controls: 0 for no effect and ±100 for the full control effect
#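 S3 HeLa cells stably expressing lamin A-EGFP splicing minigene plus DsRed2, 600 cells/well, 48 h compound exposure at 37C. Laser-scanning cytometry; analysed as GFP (500-530 nm)/RFP (575-640 nm) total intensity ratio; 0.5% DMSO vehicle.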
# HttQ103 aggreg = reduces HttQ103-GFP aggregates in PC12 cells; PC12 HttQ103-GFP aggregates, Acumen cytometry, 40 h; Potency, µM (doses to about 46.1 µM), inactives show at the top dose activity change, negative = inhibition, hits mostly inhibitors; actives 1.1% (n = 220,000); AID 1688; also: potency is read from the fitted curve at half-maximal effect; % is scaled to controls: 0 for no effect and ±100 for the full control effect; nearly all actives have a fitted effect of over 60% in size
#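 PC12 cells with ecdysone-inducible HTT exon1 Q103-GFP, induced by 100 nM tebufenozide, given compounds in a concentration series. GFP aggregates (1–25 um, 6 SD above background) counted in lysates by laser-scanning cytometry, 488 nm excitation.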
# Numbers without * were called inactive; ? = inconclusive; · = no result given; & = joins results of further samples; [ ] = remark or other dose. Unless noted, calls follow the shape of the dose curve; as a rule, active = well fitted curve in the direction sought with a large enough effect; inconclusive = small, poorly fitted or top-dose-only effect, or another doubt; inactive = no such curve, though single readings can be large; an effect the other way counts as inactive or inconclusive.
Structure	HTT cytoprotect	HttQ103 aggreg	LMNA splice mod	GAA inhib	CBFb-RUNX1 inh	GAA glycogen mod	aGlu spleen mod
Cc1ccsc1C(=O)NC(C)c1ccc2c(c1)OCO2 (stereo not drawn)	0%[10 µM]	-13%	1%	2%	-1%	3%	-4%
CCCOc1ccc(N2C(=O)CC(NCc3ccc(S(N)(=O)=O)cc3)C2=O)cc1 (stereo not drawn)	9%[10 µM]	4%[9.22 µM]	·	-21%	4%	2%	-5%
CCCNC(=O)N1CCN(C(=O)NCCC)CC1	-12%	20%	6%	-8%	3%	6%	0%
CC(=O)OC1CCC2(C)C(=CCC3C2CCC2(C)C3C[C@@H]3O[C@]32C(C)=O)C1 (stereo partly drawn)	10%[1.9 µM]	·	·	·	4%[21.7 µM]	·	-2%
CCOc1cc(NC(=O)C2CCCCC2)c(OCC)cc1NC(=O)c1ccco1	-4%[10 µM]	1%	-4%	1%	-1%	10%	-13%
Cc1cccc(Oc2sc(C(=O)c3ccccc3)c(N)c2C#N)c1	?	-3%	?	4%	-1%	2%	-11%
O=C(Nc1cccnc1N1CCOCC1)c1ccco1	-5%	-7%	7%	-3%	9%	-2%	-3%
O=C(NNc1nc2c(F)cccc2s1)C1=COCCO1	·	1%	·	2%	-1%	?	8%
Cc1cc(NC(=O)COc2cccc(Oc3ccccc3)c2)no1	-11%[1.9 µM]	-15%	?	-30%	10%	-2%	-4%
COC(=O)CC(c1ccc(C(C)C)cc1)n1cccc1 (stereo not drawn)	-10%[10 µM]	1%	?	-2%	-13%	4%	0%
CC(C)(c1cc(Br)c(O)c(Br)c1)c1cc(Br)c(O)c(Br)c1	7%&-33%	·	·	·	-10%[21.7 µM]	·	12%&-4%
CCC(C)NC(=O)C1CC(c2ccc(OC)cc2)=NO1 (stereo not drawn)	3%	1%	16%	-3%	2%	-4%	-9%
CC(Sc1nc(-c2ccccc2)cc(C(F)(F)F)n1)C(=O)Nc1ccc2c(c1)OCO2 (stereo not drawn)	2%[10 µM]	-8%	-4%	4%	11%	7%	-7%
CCn1cc(C2=NOC(C(=O)Nc3c(C)nn(Cc4ccc(F)cc4)c3C)C2)c(C)n1 (stereo not drawn)	-3%	-28%	-13%	1%	8%	-1%	-12%
NC(=O)c1ccccc1N/C=C1\CCCCC1=O	2%	22%	·	-1%	14%	2%	2%
O=C1C=CC(=O)N1Nc1ccc(Br)cc1	·	-1%	-2%	-18%	6%	10%	-3%
COC(=O)/C=C/c1c(C)[nH]c(=O)[nH]c1=O	6%[10 µM]	6%[9.22 µM]	·	·	6%	-10%	3%
CN(Cc1nccn1C)C(=O)CC1C(=O)NCCN1CC(c1ccccc1)c1ccccc1 (stereo not drawn)	-12%[10 µM]	-5%[9.22 µM]	?	13%	4%	-4%	-3%
O=C(NCCCn1ccnc1)c1ccc(Cl)cc1	13%[10 µM]	5%[9.22 µM]	·	3%	1%	13%	2%
CCc1ccc(N2CN(CCc3ccccc3)CNC2=S)cc1	22%[10 µM]	12%[9.22 µM]	·	-6%	-2%	6%	-2%
C(=N\N(c1ccccc1)c1ccccc1)/c1ccc(N2CCOCC2)s1	0%[10 µM]	2%	-3%	4%	-5%	0%	2%
Cc1ccc(OCCSCc2nnc(NC(=O)Nc3cccc(Cl)c3)s2)cc1	·	8.9µM*	?	-2%	2%	4%	-4%
Cc1ccc([N+](=O)[O-])cc1N=Nc1c(-c2ccc([N+](=O)[O-])cc2)[nH]n(C(N)=S)c1=O	·	23%	·	-7%	-9%	3%	-3%
CCOc1ccccc1NC(=O)C1CCCN(C(=O)Nc2ccccc2)C1 (stereo not drawn)	19%[1.9 µM]	-17%	-2%	-2%	6%	6%	-5%
CCOC(=O)N1CCN(CC(=O)N2CCC(C(N)=O)CC2)CC1	·	5%	·	1%	15%	15%	8%

# An excerpt from above in order of SMILES length, falling:
Structure	HTT cytoprotect	HttQ103 aggreg	LMNA splice mod	GAA inhib	CBFb-RUNX1 inh	GAA glycogen mod	aGlu spleen mod
Cc1ccc([N+](=O)[O-])cc1N=Nc1c(-c2ccc([N+](=O)[O-])cc2)[nH]n(C(N)=S)c1=O	·	23%	·	-7%	-9%	3%	-3%
CC(Sc1nc(-c2ccccc2)cc(C(F)(F)F)n1)C(=O)Nc1ccc2c(c1)OCO2 (stereo not drawn)	2%[10 µM]	-8%	-4%	4%	11%	7%	-7%
CCOc1cc(NC(=O)C2CCCCC2)c(OCC)cc1NC(=O)c1ccco1	-4%[10 µM]	1%	-4%	1%	-1%	10%	-13%
COC(=O)/C=C/c1c(C)[nH]c(=O)[nH]c1=O	6%[10 µM]	6%[9.22 µM]	·	·	6%	-10%	3%
CCc1ccc(N2CN(CCc3ccccc3)CNC2=S)cc1	22%[10 µM]	12%[9.22 µM]	·	-6%	-2%	6%	-2%
O=C(NNc1nc2c(F)cccc2s1)C1=COCCO1	·	1%	·	2%	-1%	?	8%
O=C(Nc1cccnc1N1CCOCC1)c1ccco1	-5%	-7%	7%	-3%	9%	-2%	-3%
O=C(NCCCn1ccnc1)c1ccc(Cl)cc1	13%[10 µM]	5%[9.22 µM]	·	3%	1%	13%	2%

# (next part)
Structure	HTT cytoprotect	HttQ103 aggreg	LMNA splice mod	GAA inhib	CBFb-RUNX1 inh	GAA glycogen mod	aGlu spleen mod
Cc1cc(C)n(-c2ccc(C(=O)Nc3ccc4c(c3)OCCO4)cc2)n1	-11%[10 µM]	-1%	-21%	2%	7%	-2%	-10%
COc1cc(/C=C/C(=O)OCC(=O)Nc2ccc(NC(C)=O)cc2)cc(S(=O)(=O)N2CCc3ccccc32)c1OC	-29%	19%	-24%[46 µM]	2%	-24%	0%	8%
C=CC(C)n1c(Br)nc2c1c(=O)[nH]c(=O)n2C (stereo not drawn)	9%	-3%	-7%	-4%	-1%	1%	-8%
O=C(NCCc1ccccc1)C(=O)NCC1OCCN1S(=O)(=O)c1ccc(Cl)cc1 (stereo not drawn)	-1%[10 µM]	-15%[9.22 µM]	·	·	18%	2%	0%
CC(C(=O)N1CCOCC1)(c1ccccc1)c1ccccc1	10%	-1%	4%	4%	4%	4%	2%
O=C(O)c1ccc(CSc2nc3ccccc3o2)cc1	-11%	-4%	7%	1%	2%	0%	-2%
O=c1cc(O)c2c(=O)n(-c3ccccc3)c3c(c2o1)CCCCCC3	14%[10 µM]	15%	-18%	-5%	-2%	-4%	-3%
Cc1ccc(-c2cc(C(F)F)n3ncc(C(=O)NCc4ccco4)c3n2)cc1	-7%[10 µM]	2%	6%	-7%	9%	4%	0%
C/C(=N\Nc1ccc([N+](=O)[O-])cc1)c1ccco1	-2%[10 µM]	-6%	6%	?	-9%	?	0%
COc1ccccc1NC(=S)N(CCN(C)C)C(C)c1ccncc1 (stereo not drawn)	8%[10 µM]	-19%[9.22 µM]	·	·	2%	-18%	0%
CC(NC(=O)Nc1ccccc1C(F)(F)F)C1CCCO1 (stereo not drawn)	3%[1.9 µM]	4%	2%	-13%	-2%	-1%	-3%
COc1ccc(S(=O)(=O)N2CCN(Cc3ccc4c(c3)OCO4)CC2)c2ccccc12	-12%	-5%	-22%	-5%	3%	-9%	-3%
CNC(=O)COC(=O)c1cc(SC)ccc1Cl	?	6%	0%[46 µM]	11%	-4%	-2%	9%
c1ccc(SCc2nc3ccccc3[nH]2)cc1	-45%[inhibitor]	-17%	8%	0%	3%	3%	4%
CCC(=O)NC(O)C(=O)c1ccc(C)cc1 (stereo not drawn)	29%	?	-1%	-6%	8%	-3%	-3%
Cc1cccc(NC(=S)N2CCC(N(C)CC3CCCO3)CC2)c1 (stereo not drawn)	-6%	-16%	·	-2%	1%	9%	3%
OC[C@H]1O[C@@H](n2cnc3c(NCCc4ccccc4)ncnc32)[C@H](O)[C@H]1O	·	·	-1%	·	-5%	·	-1%
O=C(OCc1nnc(-c2ccccc2)o1)c1ccc(S(=O)(=O)NCc2ccco2)cc1	-16%[10 µM]	2%	-8%	-3%	-6%	-2%	-3%
c1ccc2c(c1)nc(NCC1CCCO1)c1nnnn12 (stereo not drawn)	1%	-14%	-3%	1%	-3%	6%	4%
CCC(=O)Nc1sc(C(=O)Nc2ccccc2)c(C)c1C(=O)OC	9%[10 µM]	0%[9.22 µM]	?	6%	-10%	-7%	2%
CCCC(=O)NC(=S)Nc1cccc(Cl)c1N1CCCCC1	9%[10 µM]	?	-6%	-2%	15%	-4%	-22%
CCC(c1ccccc1)c1nc(-c2cccnc2)no1 (stereo not drawn)	18%[10 µM]	-9%	8%	5%	10%	0%	-10%
COc1ccc(C2/C=C\CN(C(=O)NC34CC5CC(CC(C5)C3)C4)CC(=O)N2Cc2ccc(F)cc2)cc1 (stereo not drawn)	9%[10 µM]	23%[9.22 µM]	·	·	6%&10%	-3%	2%&1%
Cc1cc(C)c(C#N)c(SCS(=O)Cc2ccccc2)n1 (stereo not drawn)	-11%	10%	?	3%	2%	6%	-2%
Cn1ncc2c(Nc3cccc4ccccc34)ncnc21	-5%	-4%[9.22 µM]	-2%	-5%	0%	7%	9%

Structure	HTT cytoprotect	HttQ103 aggreg	LMNA splice mod	GAA inhib	CBFb-RUNX1 inh	GAA glycogen mod	aGlu spleen mod
C=CCNC(=S)NNC(=O)c1cccn(Cc2ccc(Cl)cc2Cl)c1=O	13%	-20%	?	2%	-10%	-4%	-1%
COc1ccc2cc(C3CC(c4cccs4)=NN3C(C)=O)c(Cl)nc2c1 (stereo not drawn)	-31%[10 µM]	22%[9.22 µM]	·	·	13%	0%	-2%
O=C(CSc1nccc(=O)[nH]1)NCc1ccco1	-1%[10 µM]	-15%[9.22 µM]	·	-6%	-24%	-2%	4%
COc1ccc(NS(=O)(=O)c2cc(C)ccc2NC(=O)c2cc(C)oc2C)cc1	-71%[inhibitor][10 µM]	?	?	-5%	-27%	-5%	-8%
CCS(=O)(=O)Nc1ccc(C2=NN(C(=O)c3ccco3)C(c3ccc(C)cc3)C2)cc1 (stereo not drawn)	-86%[inhibitor]	?	15%	-16%	-18%	-8%	-6%

# This is a random part of the collection. About 1.5% of those tested had a hit in this group.
